RXFP1 antagonist: antagonists of human relaxin receptor RXFP1; Q9HBX9; HEK293-RXFP1, relaxin-stimulated cAMP HTRF, 30 min; hits give low values; activity change, negative = inhibition, % at 57.5 µM; 0.59% of 350,000 active; AID 1259400;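 active = activity change of -60% or lower, but not beyond a set lower limit; inconclusive = change between -60% and -40%, or beyond the set limit; inactive = change above -40%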
Target sequence (Q9HBX9 whole entry, looked up): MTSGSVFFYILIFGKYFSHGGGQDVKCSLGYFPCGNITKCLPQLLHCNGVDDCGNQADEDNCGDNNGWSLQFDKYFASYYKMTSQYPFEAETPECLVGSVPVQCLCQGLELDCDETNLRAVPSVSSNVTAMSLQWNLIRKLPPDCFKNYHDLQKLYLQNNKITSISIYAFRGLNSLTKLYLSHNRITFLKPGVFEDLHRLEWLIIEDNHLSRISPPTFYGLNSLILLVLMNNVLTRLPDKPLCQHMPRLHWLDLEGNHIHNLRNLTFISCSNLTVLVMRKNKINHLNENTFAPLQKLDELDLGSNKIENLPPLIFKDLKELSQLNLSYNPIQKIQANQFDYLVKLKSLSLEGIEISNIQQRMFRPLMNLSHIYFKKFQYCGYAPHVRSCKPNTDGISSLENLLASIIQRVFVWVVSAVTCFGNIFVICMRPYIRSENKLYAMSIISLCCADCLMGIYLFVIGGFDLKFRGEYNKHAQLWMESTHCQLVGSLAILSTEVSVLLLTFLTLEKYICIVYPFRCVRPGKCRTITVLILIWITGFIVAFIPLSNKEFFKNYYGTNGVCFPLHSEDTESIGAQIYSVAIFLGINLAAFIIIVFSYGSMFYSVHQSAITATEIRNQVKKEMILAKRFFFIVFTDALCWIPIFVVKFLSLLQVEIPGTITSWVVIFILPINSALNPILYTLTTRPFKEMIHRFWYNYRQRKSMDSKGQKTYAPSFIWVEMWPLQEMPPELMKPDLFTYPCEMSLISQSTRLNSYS
Numbers without * were called inactive; u = inconclusive. % is set by controls: 0 for no effect and ±100 for the full control effect. Only part of the results is shown; count on the stated rates, not on these rows.

SMILES | RXFP1 antagonist
Cc1cc(C)c2c(=O)n3c(nc2c1)C(Cc1ccccc1)NC(=O)c1cccnc1-3 (configuration not stated) | -6
Cc1cc(NC(=O)COc2ccccc2C(N)=O)no1 | -2
CC1(C)CCC[C@]2(C)C(CS(=O)c3ccccc3)=C(C=O)CC[C@@H]12 (some centres not stated) | -26
COc1cc(/C=C/C(=O)OCC(=O)NCCCc2ccccc2)cc(OC)c1OC | -7
COc1ccc2cc1Oc1cc3c(cc1OC)CC[N+](C)(C)[C@H]3Cc1ccc(cc1)Oc1c(OC)c(OC)cc3c1[C@@H](C2)[N+](C)(C)CC3 | 10
Cc1cccc(N=C2CCCC2C(=O)Nc2cccc(C)c2C)c1C (configuration not stated) | -8
N#C/C(=C/c1ccc(-c2ccc([N+](=O)[O-])cc2)o1)c1nnc(N2CCOCC2)n1-c1ccccc1 | -3
CC(C)(C)OC(=O)[C@H](Cc1ccccc1)NC(=O)c1ncn2c1c(=O)[nH]c1ccc(Br)cc12 | 6
O=C1c2ccccc2C(=O)N1Cc1nc2ccccc2c(=O)n1CCN1CCOCC1 | -11
CC1C(=O)N(Cc2cn(CC3CCCCC3)nn2)CCS(=O)(=O)N1Cc1ccc(-c2ccccc2)cc1 (configuration not stated) | -10
Nc1nc(Sc2ccc([N+](=O)[O-])c3nonc23)c2[nH]cnc2n1 | 13
Cc1noc(C)c1NC(=O)N(C)C[C@@H]1Oc2ncc(Br)cc2C(=O)N([C@@H](C)CO)C[C@H]1C | -3
CN[C@H]1C[C@H]2c3cc(N4CCN(C)CC4)ccc3CCN2C(=O)[C@H]1[C@H](C)O | 4
Cc1ccc(S(=O)(=O)N2CCOCC2)cc1NC(=O)COC(=O)Cc1ccccc1 | -2
CCc1csc(CNC(=O)C2CCC(=O)N(Cc3cccc(OC)c3)C2)n1 (configuration not stated) | 10
CNC(=O)C[C@H]1C(=O)N(c2ccc(Br)cc2)C[C@@H]1C | 9
CCCC1(CCC)NC(=O)N(CC(=O)Nc2ccc3c(c2)OCCO3)C1=O | 8
CS(=O)(=O)N1CCCCC1CCN1CCCCC1 (configuration not stated) | 12
O=C(COC(=O)COc1ccccc1[N+](=O)[O-])NCc1ccc2c(c1)OCO2 | -3
CC(=O)N(c1ccccc1C)c1ccccc1C | 5
CC(C)C(NC(=O)C1(NC(=O)OCc2ccccc2)CCCC1)C(=O)O (configuration not stated) | -6
CN(C)S(=O)(=O)c1ccc(C(=O)Nc2ccc3nc(N4CCOCC4)sc3c2)cc1 | -8
CC(=O)OCCN1c2ccccc2Sc2cnccc21 | -2
CC1CCN(C(=O)c2ncn3c2c(=O)[nH]c2ccc(Br)cc23)CC1 | 6
O=C1Cc2ccccc2C(=O)N1Nc1ccccc1 | 0
COc1ccc(CN2C(=O)C(CC(=O)NCCN3CCOCC3)CC(C(=O)N3CCOCC3)=C2C)cc1 (configuration not stated) | 5
CCn1c(SCc2ccccc2)nc2ccccc2c1=O | -14
CCN(CC(=O)Nc1c(F)cccc1F)C(=O)CSCc1ccc(C)cc1 | 3
Oc1ccc(C=NNC(=S)Nc2ccc(F)cc2)c(O)c1 | -64*
CCCCCCn1c(=O)n2n(c1=O)[C@@H]1CN(S(=O)(=O)c3ccc(C)cc3)C[C@]1(O)[C@@H](OC(=O)NCc1ccccc1)C2 | 5

Given with values ahead of the structure: 5 of the compounds above
RXFP1 antagonist	compound
10	CCc1csc(CNC(=O)C2CCC(=O)N(Cc3cccc(OC)c3)C2)n1 (configuration not stated)
-2	CC(=O)OCCN1c2ccccc2Sc2cnccc21
-14	CCn1c(SCc2ccccc2)nc2ccccc2c1=O
5	CC(=O)N(c1ccccc1C)c1ccccc1C
0	O=C1Cc2ccccc2C(=O)N1Nc1ccccc1

Back to the main list, repeating the 7 entries before the break.
SMILES | RXFP1 antagonist
CC1CCN(C(=O)c2ncn3c2c(=O)[nH]c2ccc(Br)cc23)CC1 | 6
O=C1Cc2ccccc2C(=O)N1Nc1ccccc1 | 0
COc1ccc(CN2C(=O)C(CC(=O)NCCN3CCOCC3)CC(C(=O)N3CCOCC3)=C2C)cc1 (configuration not stated) | 5
CCn1c(SCc2ccccc2)nc2ccccc2c1=O | -14
CCN(CC(=O)Nc1c(F)cccc1F)C(=O)CSCc1ccc(C)cc1 | 3
Oc1ccc(C=NNC(=S)Nc2ccc(F)cc2)c(O)c1 | -64*
CCCCCCn1c(=O)n2n(c1=O)[C@@H]1CN(S(=O)(=O)c3ccc(C)cc3)C[C@]1(O)[C@@H](OC(=O)NCc1ccccc1)C2 | 5
O=C(COC(=O)c1ccc2c(c1)OCCO2)Nc1ccc(F)cc1F | 2
O=c1[nH]c(=O)c2[nH]c(=S)n(-c3ccccc3)c2[nH]1 | -5
COc1ccc(NC(=O)CNC(=O)c2ccco2)cc1S(=O)(=O)Nc1cc(C)ccc1Br | 0
O=C(c1ccc([N+](=O)[O-])cc1)N1CCN(c2ncccn2)CC1 | 4
CCCCCC(=O)N1C[C@H](n2cc(-c3ccc(F)cc3)nn2)[C@@H](O)C[C@@H]1c1ccc(OC)cc1 | -4
CCNC1(C(N)=O)CCN(Cc2ccccc2)CC1 | -3
Cc1cccc(C)c1NC(=O)CSc1ncnc2[nH]ncc12 | -13
CCN(CC)CCN(Cc1cc2cc3c(cc2[nH]c1=O)OCCO3)C(=S)NCCOC | -9
CN(CCCn1ccc(N)nc1=O)Cc1ccco1 | -1
O=C(CN1CCN(S(=O)(=O)c2ccccc2F)CC1)N1CCc2ccccc2C1 | -1
Cc1ccc2nc(CC(O)(c3ccccc3)c3ccccc3)ccc2c1 | -15
O=C1c2cccc(NCCCNCCO)c2C(=O)c2cccc(NCCCNCCO)c21 | u
C=CCn1c(SCC(=O)Nc2ccc(Br)cc2)nc(O)cc1=O | -12
CN1CCc2c(sc3c2c(=O)n(-c2ccccc2)c2nnc(SCc4ccc(F)cc4)n32)C1 | 8
CCOC(=O)c1ccc(NC(=O)c2nc[nH]c2C(=O)N(C)CCO)cc1 | -6

Reprinted from the part before: two entries, then new ones.
SMILES | RXFP1 antagonist
CN1CCc2c(sc3c2c(=O)n(-c2ccccc2)c2nnc(SCc4ccc(F)cc4)n32)C1 | 8
CCOC(=O)c1ccc(NC(=O)c2nc[nH]c2C(=O)N(C)CCO)cc1 | -6
CC(NC(=O)c1ccco1)C(=O)Nc1nccs1 (configuration not stated) | -10
Cc1cc(=O)[nH]c(SCc2ccc(Cl)cc2)n1 | -1
Cc1cccc(OCc2nnc(SC(C)C(=O)Nc3ccc(N4CCOCC4)cc3)o2)c1 (configuration not stated) | -2
Cc1c(C(=O)OCC(O)=C(C#N)c2nc3ccccc3[nH]2)oc2ccc(Br)cc12 | u
O=Cc1ccc(C(=O)OCC(=O)NC(=O)Nc2ccccc2F)cc1 | -32
CN1OC[C@@H]2CN[C@H](c3ccc(-c4ccc(C#N)cc4)cc3)C[C@@H]21 | -2
CC(C)c1ccc(NC(=O)COC(=O)c2nn(C)c(=O)c3ccccc23)cc1 | -14
COc1ccc(C(=O)Nc2nc(-c3ccccn3)cs2)cc1S(=O)(=O)N1CCOCC1 | 8
COc1cccc(CN(C)C[C@H]2OCc3cnnn3CCCC(=O)N([C@H](C)CO)C[C@@H]2C)c1 | 3
C[C@@H]1CCCCO[C@H](CN(C)S(=O)(=O)c2ccccc2)[C@@H](C)CN([C@H](C)CO)C(=O)c2cc(NC(=O)Cc3ccccc3)ccc2O1 | 6
CC(=O)OC1CCC2C3CCC4OC(=O)CCC4C3CCC12C (configuration not stated) | -8
NC(=O)c1ccc(N2CCN(S(=O)(=O)c3cccs3)CC2)c([N+](=O)[O-])c1 | 7
COc1cccc(N(C)C(=S)Oc2ccc3c(c2)CCCC3)n1 | -65*
C[C@@H]1CN([C@H](C)CO)S(=O)(=O)c2ccc(Br)cc2O[C@@H]1CN(C)Cc1ccc(-c2ccccc2)cc1 | 4
CCc1nc(SCC(=O)Nc2nnc(C(C)C)s2)n[nH]1 | -7
CN(C)C(CNC(=O)c1ccc2nccnc2c1)c1ccco1 (configuration not stated) | 13
COc1ccc(-n2c(=O)c3c4c(sc3n(CC(=O)NCC3CCCO3)c2=O)CN(C(C)=O)CC4)cc1OC (configuration not stated) | 2
CC(C)=CCNc1ncnc2c1ncn2[C@@H]1O[C@H](CO)[C@@H](O)[C@H]1O | 15
CCCCCC(=O)N1C[C@@H](O)[C@H](n2cc(C3CC3)nn2)C[C@@H]1c1ccccc1 | 1
CC(C(=O)OCC(=O)Nc1ccccc1OC(F)F)N1C(=O)C2CC=CCC2C1=O (configuration not stated) | 6
COc1ccc(S(=O)(=O)N2CCOCC2)cc1NC(=O)COC(=O)CC1CC2CCC1C2 (configuration not stated) | -7
O=C(NN=Cc1ccc(F)c(F)c1)c1ccc(NS(=O)(=O)c2cccs2)cc1 | -6
COc1ccc(CC2(c3ccccc3)NC(=O)NC2=O)cc1 (configuration not stated) | 3
Cc1onc(-c2c(F)cccc2Cl)c1C(=O)OCC(=O)N(C)c1ccccc1 | -5
Cc1cc(C(=O)OCC(=O)NCc2cccs2)ccc1[N+](=O)[O-] | 1
O=C(OCc1cn([C@@H]2CN(C(=O)c3cccs3)[C@@H](c3ccc(Cl)cc3)C[C@H]2O)nn1)c1ccccc1 | 1
CCN1C(=O)[C@H]2[C@@H](c3ccc(C)cc3)N[C@]3(CCCN(Cc4ccc(Cl)cc4)C3=O)[C@H]2C1=O | 10
COc1c(S(=O)(=O)N2CCCCC2)ccc2c(S(=O)(=O)N3CCCCC3)cccc12 | 0
COc1ccc(NS(=O)(=O)c2cc(N=Nc3c(O)[nH]c(=O)[nH]c3=O)ccc2Cl)cc1 | -20
Cc1cc(C)c2c(c1C)C(=O)CCC2 | 18
Cc1cc(Br)ccc1OCc1nnc(-c2ccccc2)o1 | -10
O=C(Cc1ccccc1)NN=C1CCCC1 | 10
COC(=O)Nc1ccc(S(=O)(=O)N2CCC(C(=O)NCc3ccc4c(c3)OCO4)CC2)cc1 | -6
CCc1c(O)nc(SCC(=O)Nc2ccc(Cl)cc2)n(-c2ccccc2)c1=O | 4
COCCCNC(=O)c1cc(S(=O)(=O)NCCCN2CCCC2=O)ccc1Cl | 6
CC(NC(=O)COC(=O)c1cccc(S(=O)(=O)N2CCCC2)c1)c1ccccc1 (configuration not stated) | -4
O=C(COC(=O)/C=C/c1cccs1)Nc1ccc(Cl)cc1F | -10
N#CCCN(C(=O)Nc1ccc(Cl)c(Cl)c1)C1CCCCC1 | -13
C[C@H]1CN(c2ccc(Br)cc2)C(=O)[C@@H]1CC(=O)Nc1ccc(Br)cc1 | 2
O=C1C2C3C=CC(CC3)C2C(=O)N1c1ccc(Br)cc1 (configuration not stated) | -2
Cc1ccnc(NC(=O)c2cccc(NC(=O)c3ccc(Cl)cc3)c2)c1 | -10
CC1=CC(=NNS(=O)(=O)c2ccc([N+](=O)[O-])cc2)CC(C)(C)C1 | -12
Oc1ccc2ccccc2c1CNc1ccc2ccccc2c1 | -23
OCC1OC(n2cnc3c(/C=C(\O)c4ccccc4)ncnc32)C(O)C1O (configuration not stated) | -6
CC1CN(C(C)C(=O)NNC(=O)c2ccc(F)cc2)CC(C)O1 (configuration not stated) | -5
CCN(CC)c1ccc(NC(=O)CSC(=O)c2ccccc2)cc1 | -1
O=c1[nH]nc(SC2CCCCC2)c(=O)[nH]1 | -9
CCOC(=O)Nc1cc2c(c(N)n1)N=C(c1ccccc1)CN2 | -7
CCC(=O)c1coc2ccc(O)cc12 | 9
Cc1ccccc1N=Nc1c(O)[nH]c2ccccc12 | 4
O=C(/C=C/c1ccccc1)CCN1CCOCC1 | -2
Cc1ccc2nc(SC(C)C(=O)NC3CCCC3)[nH]c2c1 (configuration not stated) | -27
Cc1cc(C)c(C(=O)CC(=O)c2cccnc2)c(C)c1 | -12
NC(=O)c1ccc(N=Cc2c(O)ccc3ccccc23)cc1 | -3
COc1ccc(OC)c(NC(=O)c2cc3c(cc2Cl)N2CCCCCC2=NS3(=O)=O)c1 | -3
COc1ccc(OC)c(C(=O)CSc2nnc(C3CC3)n2C2CC2)c1 | -5
O=C(Cc1ccc(Br)cc1)OCC(=O)N1CCCCCC1 | 1
COc1ccc(NC(=O)C2CC3CCC2C3)c(OC)c1 (configuration not stated) | -17
CC(C)(CNS(=O)(=O)c1ccc(Br)s1)N1CCOCC1 | -5
Cc1ccc(OCc2nnc(SCC(=O)O)n2-c2ccccc2)cc1 | 2

Next part.
SMILES | RXFP1 antagonist
Cc1cccc(OCCNc2ncccc2[N+](=O)[O-])c1 | -4
CCN(C(=O)Nc1cccc2ccccc12)c1ccccc1 | -1
CC(C)(C)N(Cc1ccccc1)C(=O)COC(=O)c1ccc2ccccc2n1 | -1
CC(C)n1c(SCC(=O)Nc2nc3ccccc3s2)nc2c1c(=O)n(C)c(=O)n2C | 2
CCOc1nc(-c2ccccc2)ccc1-c1noc(-c2ccc(OC)c(OC)c2)n1 | 0
CC(=NNC(=O)c1cccc(S(=O)(=O)N2CCOCC2)c1)c1ccccc1 | 4
N#Cc1cnn(-c2ccc([N+](=O)[O-])cc2[N+](=O)[O-])c1N | 21
COC(=O)c1cc(NC(=O)COC(=O)C2COc3ccccc3O2)cc(C(=O)OC)c1 (configuration not stated) | -17
O=C(O)c1ccc(C=NN=Cc2ccco2)cc1 | -6
Cc1ccc([C@H]2C[C@H](O)[C@@H](n3cc(COC(=O)c4ccccc4)nn3)CN2C(=O)c2cccs2)cc1 | 5
O=C(c1ccc([N+](=O)[O-])s1)N1CCN(c2ncccn2)CC1 | 4
Cc1cc(C)cc(NC(=O)c2cccc(NC(=O)c3ccco3)c2)c1 | 0
CC1CCN(CC(O)COC2CC(C)CC(C)(C)C2)CC1 (configuration not stated) | -3
Cc1cc(Nc2ccccc2)cc(=O)n1C | -4
COc1cccc(CC(=O)NNC(=O)CN(C)S(=O)(=O)c2ccc(C)cc2)c1 | 11
O=C(c1cc(-c2ccncc2)nc2ccccc12)N1CCCC(C(F)(F)F)C1 (configuration not stated) | -2
Cn1c(=O)c2c(nc(OC3CCCC3)n2C)n(C)c1=O | -7
Cc1nn(C)c(C)c1/C=C/C(=O)c1cccs1 | -4
Cc1cc(=O)n2c3c(c4c(cc13)c(CN(C)C)cc(=O)n4C)OC2 | 9
COc1ccc(NC(=O)CCOc2cc(C)ccc2C)cc1S(=O)(=O)N1CCCCC1 | -2

Screens from PubChem.
